Screening data from PubChem.
LYP phosphatase – LYP phosphatase inhibitors, primary screen, biochemical, DiFMUP fluorescence, recombinant catalytic domain, 10 µM (AID 606); recombinant LYP catalytic domain, DiFMUP fluorescence; higher % means a stronger effect; inhibition, % at 10 µM; hits with a dose series show IC50 in µM; 52,000 tested, under 10 active;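 active = IC50 under 40 µM in the dose-response test; inactive = IC50 of 40 µM or more, or never dose-tested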
Alkaline phosphatase – human TNAP enzyme inhibitors, biochemical, luminescent (AID 518). purified TNAP enzyme, luminescent substrate readout; higher % means a stronger effect. inhibition, % at 20 µM; hits with a dose series show IC50 in µM. 64,000 compounds, 0.09% hits; in the data active = a potency from the dose series; inactive = the rest, 99 in 100 with inhibition below about 22%;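 also: plate controls were vehicle for no effect and reference inhibitor for full effect; many of its hits are not listed in these tables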
MK inhibit – blocks S. pneumoniae mevalonate kinase | purified MK, PK/LDH-coupled NADH absorbance 340 nm | inhibition, % at 10 µM | 65,000 compounds, 0.48% hits | AID 555;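 active = ranked among the strongest by inhibition in the single 10 µM screen, a fixed top-ranked set picked for dose follow-up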; also: no value below 0 was filed
HPDE-C7 cytotoxicity – HPDE-C7 pancreatic duct cell viability loss – fluorescence, HTS (AID 430); HPDE-C7 pancreatic duct cells viability, fluorescence; higher % means a stronger effect; cytotoxicity, % at 10 µM; hits with a dose series show EC50 in µM; 63,000 compounds, 1.8% hits;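 also: cells exposed to compound for 48 hours before viability readout; 0% = vehicle and 100% = reference cytotoxic drug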
Spn DPM-DC inh – S. pneumoniae DPM-DC inhibition; purified DPM-DC, PK/LDH coupled NADH fluorescence; AID 556; calls only at 10 µM; 65,000 compounds, 0.49% hits;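 active = the 320 compounds with the highest percent inhibition in the single-dose primary screen, excluding strongly autofluorescent ones, cut at about 32% in these data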;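 also: kinetic rate of NADH fluorescence loss reporting ADP formed by the decarboxylase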
PMK inhibit – blocks S. pneumoniae phosphomevalonate kinase; 65,000 compounds, 0.49% hits; AID 539; inhibition, % at 10 µM; purified PMK, PK/LDH-coupled NADH absorbance 340 nm;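 active = top-ranked compounds by inhibition in the single 10 µM screen, taking a fixed number of the strongest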;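 also: 0% = full reaction with DMSO carrier and 100% = background rate without enzyme reaction; no value below 0 was filed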
HT1080 viability – cytotoxicity in HT1080 fibrosarcoma cells, cell-based, fluorescence readout (AID 620) | HT1080 viability, fluorescence; higher % means a stronger effect | one-dose cytotoxicity, % at 10 µM; EC50 in µM for titrated hits | 87,000 compounds, 0.42% hits;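 also: cells exposed to compound overnight then 4 h with Alamar Blue; 0% = vehicle DMSO and 100% = killing control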
HPDE-C7K KRASV12 – viability loss of HPDE-C7K cells – cell-based, fluorescence, HTS, primary screen (AID 431). one-dose cytotoxicity, % at 10 µM; EC50 in µM for titrated hits. 63,000 compounds, 1.7% hits. HPDE-C7K KRASV12 cells, Alamar Blue viability, 48 h; higher % means a stronger effect;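 active = compounds whose percent cytotoxicity in the single-dose primary screen, scaled between solvent and toxic-drug controls, exceeds 50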;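 also: 0% = DMSO solvent wells and 100% = doxorubicin-treated wells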
Bfl-1 displacement – displacement of Bid BH3 peptide from Bfl-1 – biochemical, fluorescence polarization, FITC-Bid, mouse, primary screen (AID 432). FITC-Bid BH3 peptide fluorescence polarization displacement; higher % means a stronger effect. displacement, % at 20 µM; hits with a dose series show IC50 in µM. 64,000 compounds, 0.02% hits; in the data active = a potency from the dose series; inactive = the rest, 99 in 100 with displacement below about 15%; also: strong numbers were not always called active
PMK inhibit pilot replicates – recorded beside PMK inhibit, whose call it bears; inhibition, %; measured here: pilot screen replicates
MK inhibit pilot replicates – also measured in MK inhibit; calls as there; inhibition, %; measured here: pilot screen replicates
Spn DPM-DC inh pilot screen % – also measured in Spn DPM-DC inh; calls as there; inhibition, %; measured here: pilot screen trials
* marks the source's active call; other numbers are inactive results; i = inactive; · = not tested or not shown. Rule as the data show it, unless noted: active = cytotoxicity above about 50%; inactive = the rest.

A first look:
SMILES | LYP phosphatase | Alkaline phosphatase | MK inhibit | HPDE-C7 cytotoxicity | Spn DPM-DC inh | PMK inhibit | HT1080 viability | HPDE-C7K KRASV12 | Bfl-1 displacement | others
O=c1[nH]c(NCc2ccccc2)nc2c1CCCC2 | 3% | 8% | 13 | 2% | i | 6 | 3% | 2% | 2% | PMK inhibit pilot replicates=1.5;MK inhibit pilot replicates=0.0;Spn DPM-DC inh pilot screen %=1.0
CCOC(=O)c1ccoc1CSCc1ccc(C(=O)OC)o1 | 10% | 6% | 2 | -5% | i | 7 | 2% | -2% | -3%
COC(=O)C1CCN(C(=O)c2c(-c3ccccc3Cl)noc2C)CC1 | 8% | 2% | 3 | 3% | i | 0 | -2% | 1% | 1%
OC(COc1ccc2ccccc2c1)CN1CCN(c2ccc(F)cc2)CC1 (stereo not given) | -9% | 7% | 10 | 2% | i | 4 | 1% | 10% | -4%

The list itself (from the top)
SMILES | LYP phosphatase | Alkaline phosphatase | MK inhibit | HPDE-C7 cytotoxicity | Spn DPM-DC inh | PMK inhibit | HT1080 viability | HPDE-C7K KRASV12 | Bfl-1 displacement | others
O=c1[nH]c(NCc2ccccc2)nc2c1CCCC2 | 3% | 8% | 13 | 2% | i | 6 | 3% | 2% | 2% | PMK inhibit pilot replicates=1.5;MK inhibit pilot replicates=0.0;Spn DPM-DC inh pilot screen %=1.0
CCOC(=O)c1ccoc1CSCc1ccc(C(=O)OC)o1 | 10% | 6% | 2 | -5% | i | 7 | 2% | -2% | -3%
COC(=O)C1CCN(C(=O)c2c(-c3ccccc3Cl)noc2C)CC1 | 8% | 2% | 3 | 3% | i | 0 | -2% | 1% | 1%
OC(COc1ccc2ccccc2c1)CN1CCN(c2ccc(F)cc2)CC1 (stereo not given) | -9% | 7% | 10 | 2% | i | 4 | 1% | 10% | -4%
Cc1ccc(C(=O)C2=C(O)C(=O)N(CCCn3ccnc3)C2c2ccc(OC(C)C)cc2)o1 (stereo not given) | · | 6% | 17 | -28% | i | 7 | 3% | -36% | -4%
COc1ccc(N2C(=O)C(Cl)=C(Nc3c(C)n(C)n(-c4ccccc4)c3=O)C2=O)cc1 | 0% | 6% | 7 | -5% | i | 7 | -4% | -11% | · | PMK inhibit pilot replicates=0.0;MK inhibit pilot replicates=0.0;Spn DPM-DC inh pilot screen %=0.0
CCCc1cc(=O)[nH]c(SCC(=O)N(C)CC(=O)Nc2ccccc2CC)n1 | · | 0% | 0 | -5% | i | 9 | -7% | -3% | 0%
COc1cccc(NC(=O)CNC(=O)c2cccs2)c1 | 3% | 8% | 6 | -9% | i | 0 | -3% | 0% | 2%
COc1cccc(C(=O)Nc2ccc(C(=O)O)cc2)c1 | · | 7% | 8 | -10% | i | 9 | -4% | -3% | -1%
COc1cc(NC(=O)Cc2cccs2)cc(OC)c1 | -2% | 16% | 13 | -9% | i | 0 | 10% | -20% | -11%
CCCCNC(=O)c1ccc2c(c1)ncn2C1CCCCC1 | -2% | 6% | 9 | -4% | i | 13 | 7% | 8% | -8%
CCCCn1c(SCC(=O)Nc2cc(NC(=O)c3ccco3)ccc2C)nc2ccccc2c1=O | · | 11% | 13 | 3% | i | 6 | -3% | 14% | -4%
CCOc1ccc2[nH]c(O)c(NC(C)=O)c2c1 | 16% | 6% | 9 | -21% | i | 6 | 9% | -17% | -7% | PMK inhibit pilot replicates=0.5;MK inhibit pilot replicates=0.0;Spn DPM-DC inh pilot screen %=0.0
COc1cccc(N2C(=O)C3CC=C(Cl)CC3C2=O)c1 (stereo not given) | 11% | 9% | 15 | -9% | i | 12 | 7% | 2% | -5%
Cc1ccccc1-c1cc(-c2ccccc2O)n[nH]1 | 8% | 3% | 11 | 25% | i | 7 | 5% | 44% | -8%
Cc1c(F)cccc1NC(=O)CCC(=O)O | 0% | -1% | 5 | -7% | i | 0 | 2% | -6% | 0%
O=C1CC(c2ccc(Cl)cc2)n2nc(N3C(=O)c4ccccc4C3=O)nc2N1 (stereo not given) | -8% | -2% | 16 | 0% | i | 14 | 5% | 12% | 6% | PMK inhibit pilot replicates=0.0;MK inhibit pilot replicates=0.0;Spn DPM-DC inh pilot screen %=0.0
O=C(c1ccccc1S(=O)(=O)NCc1ccccc1)N1CCCC1 | -7% | 8% | 6 | -5% | i | 6 | -2% | 1% | -10%
CC(=O)c1ccc(OCC(O)CN2C(C)CCCC2C)cc1 (stereo not given) | 11% | 11% | 6 | -1% | i | 12 | 2% | 3% | -5%
CC(=O)c1c(C)[nH]c(C(=O)N2CCN(C(=O)c3ccco3)CC2)c1C | 9% | 12% | 0 | -11% | i | 13 | -1% | -13% | -7% | PMK inhibit pilot replicates=0.5;MK inhibit pilot replicates=0.5;Spn DPM-DC inh pilot screen %=0.5
CCc1cccc(CC)c1N(COC)C(=O)Cn1c(CO)nc2ccccc21 | · | 0% | 14 | -17% | i | 5 | 11% | -6% | -8%
COc1c(S(=O)(=O)n2nc(C)cc2C)ccc(Cl)c1Cl | · | 11% | 2 | -16% | i | 9 | -1% | -2% | -6% | PMK inhibit pilot replicates=5.5;MK inhibit pilot replicates=1.5;Spn DPM-DC inh pilot screen %=2.5
Nn1c(-c2ccco2)n[nH]c1=S | · | 5% | 17 | 1% | i | 11 | -7% | -6% | 1%
CCN1CCN(CCCNC(=O)c2cc3sccc3n2CC)CC1 | 9% | 17% | 7 | 4% | i | 12 | 6% | 12% | -11% | PMK inhibit pilot replicates=0.5;MK inhibit pilot replicates=0.0;Spn DPM-DC inh pilot screen %=0.0
O=C(NCC1CCCO1)C1C2C=CC3(CN(Cc4cccs4)C(=O)C13)O2 (stereo not given) | 31% | 5% | 4 | -14% | i | 8 | -3% | -19% | 6%

Quoted at random: two entries already listed
SMILES | LYP phosphatase | Alkaline phosphatase | MK inhibit | HPDE-C7 cytotoxicity | Spn DPM-DC inh | PMK inhibit | HT1080 viability | HPDE-C7K KRASV12 | Bfl-1 displacement | others
O=C1CC(c2ccc(Cl)cc2)n2nc(N3C(=O)c4ccccc4C3=O)nc2N1 (stereo not given) | -8% | -2% | 16 | 0% | i | 14 | 5% | 12% | 6% | PMK inhibit pilot replicates=0.0;MK inhibit pilot replicates=0.0;Spn DPM-DC inh pilot screen %=0.0
CCCc1cc(=O)[nH]c(SCC(=O)N(C)CC(=O)Nc2ccccc2CC)n1 | · | 0% | 0 | -5% | i | 9 | -7% | -3% | 0%

(more compounds)
SMILES | LYP phosphatase | Alkaline phosphatase | MK inhibit | HPDE-C7 cytotoxicity | Spn DPM-DC inh | PMK inhibit | HT1080 viability | HPDE-C7K KRASV12 | Bfl-1 displacement | others
COCCN1C(=O)C(=O)/C(=C(/O)c2cccc(S(=O)(=O)N(C)C)c2)C12C(=O)N(C)c1ccccc12 (stereo not given) | -10% | 9% | 5 | -12% | i | 11 | -1% | 1% | 3% | PMK inhibit pilot replicates=4.0;MK inhibit pilot replicates=0.0;Spn DPM-DC inh pilot screen %=5.5
O=C(Cn1cnc2c(nnn2Cc2ccc(F)cc2)c1=O)NCc1ccc2c(c1)OCO2 | 19% | · | 7 | · | i | 12 | -8% | · | ·
O=C(NCCN1CCN(c2cccc(Cl)c2)CC1)c1cccn2c(=O)c3ccccc3nc12 | · | 8% | 6 | -4% | i | 0 | -19% | -14% | 0%
CC(=O)Nc1ccc(NC(=O)CSC2=NCCS2)cc1 | -13% | 7% | 11 | -2% | i | 12 | 1% | -2% | -4%
Cc1c(C(=O)NCCN2CCOCC2)oc2ccccc12 | · | 8% | 5 | · | i | 2 | -5% | · | 0%
O=S(=O)(NC1c2cccc3cccc(c23)C1N1CCNCC1)c1ccccc1 (stereo not given) | 9% | 0% | 5 | 1% | i | 1 | 9% | 4% | -5%
CCOC(=O)Oc1ccc2c(c1)C(C)=CC(C)(C)N2C(=O)OCC | 1% | 11% | · | 6% | i | 7 | 4% | 5% | -3%
COc1ccc(NC(=O)C2CC(=O)N(C)C(=Nc3ccc4c(c3)OCO4)S2)cc1 (stereo not given) | · | 12% | 5 | 5% | i | 8 | 6% | 0% | 1%
Cc1ccc(C)c(OCCCN2CCCC2)c1 | 11% | 1% | 3 | -3% | i | 9 | 4% | 7% | -6%
Cc1cnc(NC(=O)CSc2nnc(CNc3ccc(F)cc3)n2CC2CCCO2)s1 (stereo not given) | 3% | 2% | 7 | -19% | i | 14 | -5% | -8% | -2%
COc1ccc(C(=O)Cn2nnc(-c3ccccc3F)n2)cc1 | 4% | 21% | 3 | 6% | i | 21 | 0% | 18% | 0%
CC1Cc2nc(SCC(=O)N3CCCc4ccccc43)n(C)c(=O)c2S1 (stereo not given) | · | 17% | 8 | 2% | i | 11 | 4% | 13% | -6% | PMK inhibit pilot replicates=2.5;MK inhibit pilot replicates=0.0;Spn DPM-DC inh pilot screen %=0.5
O=C(CNC(=O)c1ccco1)NCC(=O)OCc1cccc(C(=O)Oc2ccccc2)c1 | 0% | 15% | 0 | -4% | i | 1 | 4% | -5% | 1%
Cc1ccc(CNc2oc(-c3ccco3)nc2C#N)cc1 | 19% | 10% | 7 | -7% | · | 3 | -1% | -18% | -4%
CCS(=O)(=O)N1CCCC(C(=O)NCc2cccc(OC)c2)C1 (stereo not given) | -5% | 15% | 2 | -18% | i | 7 | -6% | 0% | -2% | PMK inhibit pilot replicates=1.0;MK inhibit pilot replicates=0.0;Spn DPM-DC inh pilot screen %=3.0
CCOc1ccc2nc3c(cc2c1)CN(CCCO)C(=NCCOC)S3 | 9% | 3% | 0 | 0% | i | 12 | 6% | 1% | -8%
CCC(=O)O[C@]1(C(=O)CCl)[C@@H](C)C[C@H]2[C@@H]3CCC4=CC(=O)C=C[C@]4(C)[C@@]3(F)[C@@H](O)C[C@@]21C | 5% | 9% | 6 | 6% | i | 2 | 1% | 29% | 4% | PMK inhibit pilot replicates=0.0;MK inhibit pilot replicates=1.0;Spn DPM-DC inh pilot screen %=0.0
Clc1ccc(OCc2nn3c(-c4ccco4)nnc3s2)cc1 | 9% | 14% | 6 | -6% | i | 10 | 0% | 0% | 2%
Cc1ccc(CC2S/C(=C(/C#N)C(=O)NCc3ccco3)N(c3ccccc3)C2=O)cc1 (stereo not given) | 10% | 8% | 10 | -15% | i | 12 | -2% | -3% | -1%
CN(C)CCCn1c(NC(=O)C2CCCCC2)nc2ccccc21 | 18% | -6% | 2 | 11% | i | 2 | 2% | 13% | -5%
O=C(NCC1CCCO1)C1CCN(S(=O)(=O)c2cccc3nonc23)CC1 (stereo not given) | 9% | 5% | 3 | -18% | i | 0 | · | -7% | -3%
